DENV2 CPE rescue: inhibitors of DENV2 cytopathic effect, primary screen, cell-based, plate reader, single concentration; CPE inhibition, % at 9.99 µM; AID 651640, 2012; 350,000 compounds, 1.7% hits; DENV2-infected cells, cytopathic effect rescue; in the data active = CPE inhibition above about 20%, passing the limit was not always enough; inconclusive = no clear call, values can overlap the other calls; tested in BHK-21 cells;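 note: 0% = median of neutral control wells and 100% = median of positive control wells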
ERAP1 inh: human ERAP1 aminopeptidase inhibitors, primary screen, biochemical, single point, plate reader | Endoplasmic reticulum aminopeptidase 1 (Homo sapiens), Q9NZ08 | recombinant ERAP1, Leu-AMC fluorescence, 60 min | inhibition, % at 10.7 µM | 340,000 compounds, 0.15% hits | AID 652197, 2013;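 active = mean replicate inhibition of at least 30%, or all replicates individually reaching that 30% level; inactive = mean below 30% and not every replicate reaching it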;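 note: 0% = neutral control wells and 100% = L-leucinethiol positive control wells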
ERp5 inh: inhibitors of ERp5-driven insulin aggregation, primary screen, biochemical, turbidity, absorbance 650 nm, single point; Protein disulfide-isomerase A6 (Homo sapiens), Q15084; 90 min; inhibition, % at 9.99 µM; 350,000 compounds, 0.05% hits;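 active = mean replicate inhibition above about 25%, with every replicate also reaching it, limit read from the data, passing the limit was not always enough; inconclusive = only one of those two criteria met; inactive = neither criterion met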
Target sequence (Q15084 whole entry, looked up): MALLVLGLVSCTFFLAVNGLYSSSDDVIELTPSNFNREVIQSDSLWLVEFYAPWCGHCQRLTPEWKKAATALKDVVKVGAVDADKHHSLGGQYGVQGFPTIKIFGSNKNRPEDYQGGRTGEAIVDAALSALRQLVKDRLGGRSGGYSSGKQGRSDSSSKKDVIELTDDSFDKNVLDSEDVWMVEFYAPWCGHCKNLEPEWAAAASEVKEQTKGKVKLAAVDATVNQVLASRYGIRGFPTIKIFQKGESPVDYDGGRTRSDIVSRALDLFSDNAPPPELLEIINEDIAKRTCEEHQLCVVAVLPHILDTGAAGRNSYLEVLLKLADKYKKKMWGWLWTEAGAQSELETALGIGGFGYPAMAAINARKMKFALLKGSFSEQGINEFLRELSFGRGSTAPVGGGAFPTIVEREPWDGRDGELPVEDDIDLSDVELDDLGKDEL
CFTR F508del cor: F508del CFTR correction, initial screen, CFBE line, single point. CFBE cells, YFP halide quenching; stimulated with forskolin plus potentiator P3; % fluorescence drop versus neutral controls. activity (quench increase), % at 7.58 µM. 350,000 compounds, 0.36% hits. AID 720511, 2013;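 active = mean added fluorescence quench of at least 8% versus neutral control, with both replicates also reaching 8%; inconclusive = only one of the mean or replicate conditions met; inactive = mean below 8% and not both replicates reaching 8%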;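 note: cells transiently co-express mutant CFTR-F508del with the halide-sensitive YFP; corrector assay measuring rescue of mutant channel to the surface after 24 h compound exposure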
CASP6 VEID inh: human caspase-6 inhibitors, primary screen, biochemical, VEID-R110 fluorescence, single point, set 2; purified caspase-6, Z-VEID-R110 cleavage fluorescence; inhibition, % at 12.5 µM; 350,000 compounds, 0.53% hits; AID 686996, 2013;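 active = mean inhibition across replicates at least about 35%, with every replicate also reaching that limit, limit read from the data; inconclusive = only one of the two criteria met; inactive = neither criterion met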;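 note: 0% = median of neutral control wells and 100% = no fluorescence left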
Target sequence (P55212 24-179 limits assumed): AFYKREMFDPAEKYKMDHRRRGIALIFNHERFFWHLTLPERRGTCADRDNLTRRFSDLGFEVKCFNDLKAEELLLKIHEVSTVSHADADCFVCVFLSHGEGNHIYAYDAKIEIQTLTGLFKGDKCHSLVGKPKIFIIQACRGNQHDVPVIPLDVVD
Target sequence (P55212 194-293 limits assumed): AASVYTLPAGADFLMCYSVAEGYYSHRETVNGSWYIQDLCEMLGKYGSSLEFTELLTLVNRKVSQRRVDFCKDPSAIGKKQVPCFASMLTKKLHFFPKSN
miR122 inh: miR-122 Renilla sensor signal increase in Huh7, primary screen, miR-122 inhibitor project, cell-based, single point, plate reader; AID 602342, 2012; 340,000 compounds, 0.3% hits; activation (reporter increase), % at 12.5 µM; Huh7 miR-122 Renilla luciferase sensor, 48 h; neutral wells = 0, positive control = 100;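 active = mean replicate activation score at least 90 and every replicate individually at or above 90; inconclusive = only one of the two criteria met; inactive = neither criterion met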;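 note: higher luciferase means less miR-122 activity so hits act as miR-122 inhibitors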
SIRT5 inh: SIRT5 desuccinylase inhibitors, primary screen, biochemical, fluorescence imaging, single point, set 5; NAD-dependent protein deacylase sirtuin-5, mitochondrial (Homo sapiens), Q9NXA8; Purified SirT5, succinyl-peptide AMC, trypsin-coupled fluorescence; inhibition, % at 15 µM; 330,000 compounds, 1.1% hits; AID 652115, 2013; in the data active = inhibition above about 15%; inconclusive = no clear call, values can overlap the other calls
Target sequence (Q9NXA8 whole entry, looked up): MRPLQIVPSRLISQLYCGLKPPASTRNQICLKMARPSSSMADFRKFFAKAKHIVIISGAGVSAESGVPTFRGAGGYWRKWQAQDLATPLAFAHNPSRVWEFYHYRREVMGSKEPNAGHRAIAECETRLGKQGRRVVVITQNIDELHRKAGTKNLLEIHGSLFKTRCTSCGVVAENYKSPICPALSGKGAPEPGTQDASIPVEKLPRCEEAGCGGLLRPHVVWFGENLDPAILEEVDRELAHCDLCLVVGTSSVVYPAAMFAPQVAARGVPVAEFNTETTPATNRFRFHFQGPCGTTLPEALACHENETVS
* hit, by the source's call; ? = inconclusive; . = not tested or not shown; & = joins results of further samples; [ ] = another dose, or the depositor's remark.

SMILES	DENV2 CPE rescue	ERAP1 inh	ERp5 inh	CFTR F508del cor	CASP6 VEID inh	miR122 inh	SIRT5 inh
CC[C@]12c3[nH]c4ccc(OC)cc4c3CCN1C(=O)C(CC(=O)NCc1ccc(OC)c(OC)c1)C[C@@H]2C(=O)N1CCN(C(=O)C2CC2)CC1 (stereo not given in full)	-2	-7	-6	1.0	0	-1	0
O=C1CC(=O)Nc2cc(S(=O)(=O)NCc3cccs3)ccc2N1	0	1	0	-1.3	-3	-4	-3
CCCNC(=O)C[C@@H]1CC[C@@H]2[C@H](COC[C@@H](O)CN2C(=O)c2cc(Cl)cc(Cl)c2)O1	-6	-5	-2	0.2	1	-1[16.7 µM]	11
Cc1cccc(S(=O)(=O)Nc2nc3ccccc3nc2Nc2ccc3c(c2)OCO3)c1	.	1	3	2.7	0	-23	7
COc1cccc(CNC(=O)CN(C)S(=O)(=O)c2ccc(Br)s2)c1	-2	0	2	1.2	-1	-1	-4
CC(=O)c1cccc(OCC(=O)N(CCC2=CCCCC2)c2c(N)n(Cc3ccccc3)c(=O)[nH]c2=O)c1	-5	-2	2	2.5	2	12	6
COc1ccc(N2C(=O)c3ccccc3NC(=O)C2C(=O)Nc2ccc3c(c2)OCCO3)cc1 (stereo not given)	9	.	0	-3.0	1	.	-1
COc1ccc(Cl)cc1C(=O)NCC(c1ccco1)N(C)C (stereo not given)	5	4	-1	-1.5	0	-1	0
CC(C)NC(=O)N1Cc2cc(C(=O)NC3CCC3)nc(-c3cccc(-c4cncnc4)c3)c2[C@H]1CCO	-1	.	1	2.6	3	.	-4
C[C@@H]1CCCCO[C@@H](CN(C)S(=O)(=O)c2ccccc2)[C@@H](C)CN([C@H](C)CO)C(=O)c2cc(NC(=O)Nc3ccccc3)ccc2O1	65*	1	1	1.0	1	2[16.7 µM]	3
Cc1ccc(/C(O)=C2\C(=O)C(=O)N(C)C2c2ccccc2)cc1 (stereo not given)	39*	1	1	-0.1	-3	0	.
Cc1cc(C(=O)COC(=O)C2=NN(c3ccccc3)C(=O)CC2)c(C)n1CC(F)(F)F	-6	-1	0	-3.0	2	.	-5
COCC#Cc1ccc([C@H]2[C@@H](CO)N3CCCCN(S(=O)(=O)c4ccccc4C)C[C@H]23)cc1	2	-1	-1	-1.6	1	5[16.7 µM]	3
OC(COc1ccc2cc(Br)ccc2c1)CN1CCOCC1 (stereo not given)	.	-9	-2	.	-2	-13	-4
CC(C)CN(C(=O)CN1CCN(c2ccc([N+](=O)[O-])cc2)CC1)c1c(N)n(CC(C)C)c(=O)[nH]c1=O	-7	7	5	0.4	2	-2	1
Cc1cc(C)cc(-n2ncc3c2CCCC3NC(=O)c2ccccc2)c1 (stereo not given)	-4	5	-6	0.6	-1	8	.
COc1cc(NC(=O)Cc2c(C(=O)O)[nH]c3ccccc23)cc(OC)c1OC	10	2	-6	.	2	-5	3
COc1ccccc1NS(=O)(=O)c1cc(C(=O)NCC(c2ccco2)N(C)C)ccc1C (stereo not given)	-7	-3	2	-3.7	0	.	-1
COc1ccc(C2Nc3cccc(O)c3C(=O)N2Cc2ccccc2)cc1COc1ccc(NC(C)=O)cc1 (stereo not given)	-3	-1	7	-3.7	-8	4	4
O=C(NC(=S)N1CCCCC1c1cccnc1)c1ccc(F)cc1 (stereo not given)	9	4	2	-2.2	1	1	-2
Nc1c(Cl)cc(-c2csc(N3CCCC3c3nc4cc(Cl)c(Cl)cc4n3CCOCCO)n2)cc1Cl (stereo not given)	.	-1	4	2.7	7	.	2
CCCS(=O)(=O)N1CCCC(C(=O)Oc2ccc(C)c(C)c2)C1 (stereo not given)	0	-2	1	1.9	2	6	-2
CN(CC(=O)Nc1ccccc1Cl)C(=O)c1ccc(N2CCCCCC2)c([N+](=O)[O-])c1	-7	0	-9	3.8	-4	.	0
C[C@]12C(=O)N(c3ccccc3)C(=O)N1[C@@H]1c3ccccc3OC[C@@H]1[C@H]2c1ccccc1	97*	6	2	-0.1	0	0	.
COc1cc(C2C(C(=O)c3ccc(C)o3)=C(O)C(=O)N2c2cc(C)on2)cc(Br)c1O (stereo not given)	.	9	1	.	20	.	0

Marked active in DENV2 CPE rescue (from the list above):
SMILES	DENV2 CPE rescue	ERAP1 inh	ERp5 inh	CFTR F508del cor	CASP6 VEID inh	miR122 inh	SIRT5 inh
C[C@@H]1CCCCO[C@@H](CN(C)S(=O)(=O)c2ccccc2)[C@@H](C)CN([C@H](C)CO)C(=O)c2cc(NC(=O)Nc3ccccc3)ccc2O1	65*	1	1	1.0	1	2[16.7 µM]	3
Cc1ccc(/C(O)=C2\C(=O)C(=O)N(C)C2c2ccccc2)cc1 (stereo not given)	39*	1	1	-0.1	-3	0	.
C[C@]12C(=O)N(c3ccccc3)C(=O)N1[C@@H]1c3ccccc3OC[C@@H]1[C@H]2c1ccccc1	97*	6	2	-0.1	0	0	.

The listing continues:
SMILES	DENV2 CPE rescue	ERAP1 inh	ERp5 inh	CFTR F508del cor	CASP6 VEID inh	miR122 inh	SIRT5 inh
CCN1C(=O)[C@@H]2[C@@H](c3ccc(-c4ccc5c(c4)OCO5)c(OC)c3)N3CCCC[C@@]3(C(=O)OC)[C@@H]2C1=O	6	2	4	-3.3	-1	-2	-5
CN(Cc1ccccc1)C(=O)c1cccc(C(=O)N(C)Cc2ccccc2)c1	-2	-2	0	-1.6	-1	.	1
O=C(Nc1nnc(C2=COCCO2)o1)c1ccc(Br)cc1	19	-1	-4	3.9	3	-6	-1
CCO[C@@H]1OC(C(=O)NC2CC2)=C[C@H](c2ccc3c(c2)OCO3)[C@H]1CCCO	10&3	1&6	0&2	-2.9&-2.0	1&4	-5	-3&1
Cc1cc2nc(C3CCN(Cc4nnnn4Cc4ccccc4)CC3)[nH]c2cc1C	-2	1	-7	0.6	2	.	1
CC(C)[C@@H](C)NC(=O)N(C)C[C@H]1OCc2ccccc2-c2c(n(C)c3ccccc23)C(=O)N([C@@H](C)CO)C[C@H]1C	7	4	1	-1.8	-2	.	-1
COc1ccc(NC(=S)NCCCN2CCCC2)cc1	-4	1	-3	-1.1	-35	6	3
C[C@@H]1CCCCO[C@@H](CN(C)S(=O)(=O)c2ccc(Cl)cc2)[C@@H](C)CN([C@@H](C)CO)C(=O)c2cc(NC(=O)NC3CCCCC3)ccc2O1	5	2	3	0.6	-2	-2[16.7 µM]	11
Cc1ccc(SCC(=O)NC2CCS(=O)(=O)C2)cc1C (stereo not given)	-2	2	-2	-3.7	1	.	-1
COCC(C)NC(=O)C1CC(=O)N(CCc2ccc(F)cc2)C1 (stereo not given)	-7	-2	0	1.6	3	-5	-2
Cc1noc(C)c1CSCC(=O)OCc1nnc(-c2ccc([N+](=O)[O-])cc2)o1	-5	0	3	1.6	2	.	-2
O=C(Cn1nnc(-c2ccccc2)n1)N/N=C/c1cccc([N+](=O)[O-])c1O	1	-5	-3	-0.8	0	2	-3
COCC(=O)Nc1ccc2c(c1)C(=O)N(C)C[C@@H](OC)[C@@H](C)CN(C(=O)CC1CC1)[C@@H](C)CO2	-4	-2	-6	1.3	18	7[16.7 µM]	4
COc1cc(CC(=O)N2CCN(S(=O)(=O)c3ccc(C)cc3)CC2)cc(OC)c1OC	-10	1	6	-4.6	0	-8	-2
CCCc1cc(=O)[nH]c(SCC(=O)Nc2ccc(C)c(S(=O)(=O)N3CCCCC3)c2)n1	11	3	-15	-0.2	1	-2	0
CC1=C/C(=C\C=C(C#N)C#N)N(C)c2ccccc21	0	-2	3	10*	4	4	-1
O=C(C[C@H]1CC[C@@H]2[C@H](COC[C@H](O)CN2C(=O)c2ccccc2)O1)N1CCc2ccccc2C1	28*	3	-1	-1.9	1	5[16.7 µM]	-6
Cc1ccc(C2C(C(=O)O)c3ccccc3C(=O)N2C)c(C)c1 (stereo not given)	5	-1	0	1.4	-3	-4	2
COc1ccc(CN2CCN(C(=O)c3ccco3)CC2)c(OC)c1OC	0	-3	3	-0.2	3	0	0
COCCCN1C(=O)C(CC(=O)NCc2cccc3ccccc23)CC(C(=O)N(C(C)C)C(C)C)=C1C (stereo not given)	5	2	3	-1.1	2	5	-2
C[C@H](NC(=O)c1ccccc1)C(=O)OCC(=O)Nc1ccc2c(c1)OCO2	11	3	-3	2.7	0	0	1
Cc1nc(SCc2nc3ccc(F)cc3[nH]2)c2oc3ccccc3c2n1	?	.	0	3.6	-1	2	.
COc1ccc(-c2sc3ccccc3c2C#CC2(O)CCCCC2)cc1	-4	-1	6	4.2	2	7	-6
O=C(CSc1ncccn1)NCCC1=CCCCC1	-1	-7	1	0.1	0	-6	-2
Cc1ccc(S(=O)(=O)Nc2ccc3c(c2)C(=O)N([C@@H](C)CO)C[C@@H](C)[C@@H](CN(C)S(=O)(=O)c2ccc(F)cc2)O3)cc1	1	-2	0	-1.5	0	29[16.7 µM]	2
Continuation:
SMILES	DENV2 CPE rescue	ERAP1 inh	ERp5 inh	CFTR F508del cor	CASP6 VEID inh	miR122 inh	SIRT5 inh
COc1ccc2c3c([nH]c2c1)[C@H](CO)N(C(=O)C1CCCCC1)CC31CCN(Cc2nccs2)CC1	6	1	5	-0.9	-1	.	1
COc1ccc(/C=C2/C(=O)N(c3ccccc3)N=C2C)c(OC)c1	5	-2	-3	0.2	1	4	0
c1ccc(-c2cn(C[C@H]3CC[C@@H]([C@@H]4CC[C@H](Cn5cc(-c6ccccn6)nn5)O4)O3)nn2)nc1	-1	-2	-2	-1.9	.	0	.
C[C@H]1CN([C@@H](C)CO)C(=O)c2cccc(NC(=O)C3CC3)c2O[C@@H]1CN(C)S(=O)(=O)c1cccs1	10	0	-3	-0.1	0	-5[16.7 µM]	13
COc1cccc(NC(=S)NNC(=O)Cn2nc(C(F)F)cc2C(F)F)c1	2	0	0	.	1	.	-3
COC(=O)c1ccc(/C=N/N2CCN(Cc3ccccc3Cl)CC2)cc1	1	.	-2	-0.1	-1	.	7
Cc1ccc(C)c(C(=O)COC(=O)c2nn(C)c(=O)c3ccccc23)c1	10	1	1	-3.8	-9	-6	0
CCc1ccc(CNc2ccc3c(c2)ncn3C(C)(C)C)cc1	-1	0	3	3.8	-3	7	-3
C[C@H](NC(=O)C[C@H]1C[C@@H]2c3cc(NS(=O)(=O)c4ccc(F)cc4)ccc3O[C@@H]2[C@H](CO)O1)c1ccccc1	1	1	-3	-1.0	3	1[16.7 µM]	4
O=[N+]([O-])c1cccc(-c2cn(-c3ccccc3)c(=S)[nH]2)c1	1	0	3	-1.6	-1	10	-4
COCc1cc(=O)n2[nH]cc(-c3ccsc3)c2n1	4	-3	1	-1.9	2	-4	-2
CCN(CC(=O)Nc1ccc(NC(C)=O)cc1)CC(=O)Nc1cccc2ccccc12	?	-1	3	-2.4	2	-3	.
COc1ccc(S(=O)(=O)N(C)C[C@@H]2OCCCC[C@@H](C)Oc3ccc(NC(=O)Nc4cccc5ccccc45)cc3C(=O)N([C@H](C)CO)C[C@H]2C)cc1	1	-5	-4	3.2	1	-5[16.7 µM]	-3
CC(C)COP(=O)(c1ccc(N(C)C)cc1)C(Nc1ccccc1)c1cccnc1 (stereo not given)	-3	0	-9	.	5	-1	0
Cc1ccc(C)c(NC(=O)Cn2c(=O)n(-c3ccc(CC(=O)NCC4CCCO4)cc3)c(=O)c3ccccc32)c1 (stereo not given)	0	2	-1	-1.1	17	.	-5
CO[C@@H]1CN(C)C(=O)c2ccc(NC(=O)Nc3ccccc3F)cc2OC[C@H](C)NC[C@@H]1C	2	-1	3	0.5	4	2[16.7 µM]	0
O=C(COC(=O)c1cccc(Cl)c1)Nc1cc(S(=O)(=O)N2CCOCC2)ccc1N1CCOCC1	12	-1	-1	-3.0	23	1	1
CCN(Cc1cnn(C)c1)Cc1nc(C2(c3ccc(C)cc3)CCCC2)no1	2	5	-3	2.0	-4	-2	13
CC(=O)N1/C(=C/c2ccc(N(C)C)cc2)C(=O)c2ccccc21	-6	2	-5	-1.2	1	.	3

Source: PubChem BioAssay (Broad Institute)
